D3 ag = qHTS of D3 Dopamine Receptor Agonist: qHTS; max activation, %; 0.58% of 410,000 active; D3R DiscoveRx beta-arrestin cells, luminescence, 90 min; AID 652048, 2013; in the data active = max activation above about 30%; note: 0% is about no effect; mostly tested at two doses, the higher about 12 µM
Target sequence (P35462 whole entry, looked up): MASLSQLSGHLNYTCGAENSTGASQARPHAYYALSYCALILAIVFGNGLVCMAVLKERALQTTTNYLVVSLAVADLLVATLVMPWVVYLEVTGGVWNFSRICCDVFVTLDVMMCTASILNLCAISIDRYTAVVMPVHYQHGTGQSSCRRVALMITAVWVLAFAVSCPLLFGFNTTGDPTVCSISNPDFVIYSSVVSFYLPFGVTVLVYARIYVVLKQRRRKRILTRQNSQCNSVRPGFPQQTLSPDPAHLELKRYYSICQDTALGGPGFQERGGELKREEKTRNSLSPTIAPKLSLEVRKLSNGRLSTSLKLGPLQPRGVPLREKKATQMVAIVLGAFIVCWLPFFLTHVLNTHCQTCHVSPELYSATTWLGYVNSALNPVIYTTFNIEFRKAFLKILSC
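Agonist mode: compounds and dopamine controls were applied to plated cells for 90 min at 37 degrees C after an overnight attachment at 1500 cells/well. Luminescent read-out followed 30 - 60 minutes at room temperature with DiscoveRx detection reagent.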
PTHR1 ag = qHTS for PTHR1 Agonists: Primary Screen; Parathyroid hormone/parathyroid hormone-related peptide receptor (Homo sapiens), Q03431; HEK293 GP2 PTHR1 cells, GloSensor cAMP luminescence, 1 h; Potency, µM (titrated, usually from 115 µM), without a hit: top-dose activation, actives largely listed as activators; 0.075% of 410,000 active; note: potency is the fitted concentration of half-maximal effect; nearly all actives have a fitted effect of over 55% in size; some results filed as inactive show a strong effect at the top dose; inactives centre near -15; many of its hits are not listed in these tables
Target sequence (Q03431 whole entry, looked up): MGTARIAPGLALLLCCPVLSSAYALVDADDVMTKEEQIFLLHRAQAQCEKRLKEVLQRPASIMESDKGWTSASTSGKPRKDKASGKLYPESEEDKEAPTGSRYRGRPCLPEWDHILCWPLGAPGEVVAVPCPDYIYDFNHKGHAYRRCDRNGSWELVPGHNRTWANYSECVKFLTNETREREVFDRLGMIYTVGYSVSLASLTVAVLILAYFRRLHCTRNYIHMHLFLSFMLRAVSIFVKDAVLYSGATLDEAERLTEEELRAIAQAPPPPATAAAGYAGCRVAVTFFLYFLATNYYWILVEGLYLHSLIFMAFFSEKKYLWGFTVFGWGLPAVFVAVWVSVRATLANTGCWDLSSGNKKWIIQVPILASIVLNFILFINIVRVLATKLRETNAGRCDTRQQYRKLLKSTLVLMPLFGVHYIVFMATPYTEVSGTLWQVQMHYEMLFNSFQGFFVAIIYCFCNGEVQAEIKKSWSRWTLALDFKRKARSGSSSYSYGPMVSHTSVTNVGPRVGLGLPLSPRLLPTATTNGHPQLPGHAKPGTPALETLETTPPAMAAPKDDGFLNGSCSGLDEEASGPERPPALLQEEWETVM
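HEK-293-derived GP2 cells expressing PTHR1 and a GloSensor cAMP reporter, 3,000/well, plated overnight, given luciferin plus IBMX (each 0.5 mM as added) for 1 h at 37 °C, then compound for 1 h at 37 °C. Luminescence was read after 15 min at room temperature.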
HEK293 tox = qHTS of GLP-1 Receptor Inverse Agonists: Cytotox Screen; HEK293 cAMP-luciferase reporter cells, luminescence, 24 h; 0.13% of 410,000 active; Potency, µM (series often up to 38.3 µM), inactives show top-dose activity change, negative = inhibition, actives largely listed as inhibitors; AID 624418, 2012;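 note: loss of luciferase light is scored as toxicity; potency is the fitted concentration of half-maximal effect; % is set by controls: 0 for no effect and ±100 for the full control effect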
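Cells in DMEM/10% Nu serum/1% pen-strep, 1536-well format. Pre-incubated 12 h, dosed with 23 nL compound, incubated a further 24 h. Luciferase detection, 12 min at room temp, luminescence.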
GLP-1R agonist = qHTS of GLP-1 Receptor Agonists. Glucagon-like peptide 1 receptor (Homo sapiens), P43220. HEK293 GLP-1R CRE-luciferase, luminescence, 4-6 h; cells express a hypersensitive GLP-1R form. Potency, µM (highest dose often 45.6 µM), without a hit: at the top dose activation, hits mostly activators. 0.007% of 380,000 active; note: potency is the fitted concentration of half-maximal effect; % of control where 0% means no effect
aSyn rescue = qHTS of alpha-syn Inhibitors. Yeast expressing alpha-synuclein, growth rescue, BacTiter-Glo, 24 h. Potency, µM (doses to about 46.1 µM), for inactives: top-dose growth rescue (activation), most hits filed as activators. 0.14% of 370,000 active. AID 652106, 2013; note: potency is the fitted concentration of half-maximal effect; % of control where 0% means no effect; nearly all actives have a fitted effect of over 65% in size
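Readout is rescue of growth in alpha-synuclein-expressing yeast, so inhibitors of toxicity appear as activators. Growth after 24 hr at 30 deg C in galactose medium is quantified by luminescence.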
KB-V1 cytotox = qHTS assay for MDR1-selective chemotherapeutics: Primary screen using the drug-selected MDR subline cells KB-V1. KB-V1 MDR cells viability, CellTiter-Glo, 72 h. Potency, µM (doses to about 46.1 µM), for the others: at the highest dose activity change, negative = cytotoxicity, most hits filed as cytotoxic. 3.4% of 400,000 active. AID 1347076, 2019; note: potency is the fitted concentration of half-maximal effect; % is set by controls: 0 for no effect and ±100 for the full control effect; nearly all actives have a fitted effect of over 60% in size
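qHTS viability screen in drug-selected KB-V1 MDR cells: 72 h compound treatment at 37 degrees C, ATP luminescence end point.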
GLP-1R inv ag = qHTS of GLP-1 Receptor Inverse Agonists (Inhibition Mode); HEK293 GLP-1R CRE-luciferase, luminescence, 24 h; GLP-1R form is constitutively active; Glucagon-like peptide 1 receptor (Homo sapiens), P43220; 1.6% of 410,000 active; AID 624417, 2012; Potency, µM (highest dose often 38.3 µM), without a hit: top-dose activity change, negative = inhibition, hits mostly inhibitors; note: potency is the fitted concentration of half-maximal effect; % is set by controls: 0 for no effect and ±100 for the full control effect; nearly all actives have a fitted effect of over 55% in size
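GLP-1R inverse agonism mode: basal reporter luminescence in engineered HEK293 cells measured after one day of compound exposure at 37 deg C, with a 12 min room-temperature detection step.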
TDP43 rescue = qHTS of TDP-43 Inhibitors; AID 652104, 2013; 1.8% of 410,000 active; TDP-43 expressing yeast growth rescue, BacTiter-Glo, 24 h; Potency, µM (titrated, usually from 46.1 µM), for inactives: at the highest dose growth rescue (activation), hits mostly activators; note: potency is the fitted concentration of half-maximal effect; % of control where 0% means no effect; nearly all actives have a fitted effect of over 50% in size
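Luminescence from BacTiter-Glo reports growth of TDP-43-expressing yeast after 24 hr at 30 deg C with compound. Cells were raffinose-pregrown to mid-log, then seeded in galactose medium at OD600=0.02.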
DRD3 antagonist = qHTS of D3 Dopamine Receptor Antagonist: qHTS; D(3) dopamine receptor (Homo sapiens), P35462; D3R cells, DiscoveRx beta-arrestin luminescence, antagonist mode; active compounds read low; max response, negative = inhibition, %; 2.5% of 360,000 active; AID 652054, 2013; in the data active = max response below about -50%; inconclusive = no clear call, values can overlap the other calls; note: % is set by controls: 0 for no effect and ±100 for the full control effect; mostly tested at two doses, the higher about 12 µM
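Cells expressing the human receptor were seeded at 1500 cells/well, incubated overnight at 37 degrees C in 5% CO2, then exposed to library compounds with dopamine controls for 90 minutes at 37 degrees C before luminescent detection.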
* = called active by the depositor; i = inactive; ? = inconclusive; / = no result given; [ ] = another dose, or the depositor's remark. Unless noted, calls come from the whole dose curve; as a rule, active = well fitted curve in the direction sought with a large enough effect; inconclusive = small, poorly fitted or top-dose-only effect, or another doubt; inactive = no such curve, though single readings can be large; an effect the other way counts as inactive or inconclusive.

Molecule | GLP-1R agonist | HEK293 tox | GLP-1R inv ag | KB-V1 cytotox | aSyn rescue | D3 ag | DRD3 antagonist | TDP43 rescue | PTHR1 ag
Nc1cccc2c1C(=O)N(C(=O)/C=C/c1cccc(Br)c1)C2=O | 8% | 18% | -3% | ? | 6% | 17 | -11 | -12% | -3%
O=C(Nc1ccc2c(c1)OCO2)C1CCCN1C(=O)NCc1ccccc1 (stereo not given) | -6% | 4% | 5% | 11% | -1% | 2 | -17 | ? | i
COc1ccccc1NS(=O)(=O)c1cccc(C(=O)NN=C2CCCC2)c1 | 9% | -2% | 15% | 0% | -4% | -11 | -19 | -3% | i
O=C(c1ccc(-c2cc3ccccc3oc2=O)cc1)N1CCN(c2ccc(Cl)cc2[N+](=O)[O-])CC1 | -19% | -22% | -16% | ? | 7% | 6 | 1 | -1% | i
COc1cccc(C(=O)NCCS(=O)(=O)NCCCc2ccccc2)c1 | -3% | -18% | -18% | 16µM* | -2% | -1 | ? | 1% | -1%
COCCN(C(=O)CSc1nnc(-c2cccc(F)c2)n1N)c1c(N)n(Cc2ccccc2)c(=O)[nH]c1=O | -1% | -14% | 1% | 10% | 2% | 6 | 19 | 12% | 2%
Cc1ccc(N(C(=O)Cc2cccs2)C2C=CS(=O)(=O)C2)cc1Cl (stereo not given) | 5% | 1% | -7% | -17% | 2% | 2 | 9 | 8% | -10%
Cc1c(NC(=O)COC(=O)/C=C/c2ccc(Cl)cc2)c(=O)n(-c2ccccc2)n1C | 1% | 8% | 1% | -1% | -3% | -6 | -14 | -3% | ?
O=C(CCn1c(=S)oc2ccccc21)Nc1cccc(O)c1 | 3% | 4% | -9% | -2% | 2% | 5 | -4 | 17% | i
Cc1ccc(Cn2c(C)c3cnn(CC(=O)NCCN4CCOCC4)c(=O)c3c2C)cc1 | -3% | -1% | 14% | 11% | 2% | -3 | 8 | 7% | i
COc1cc(/C=N/NC(=O)Cc2csc(C)n2)ccc1OCC(C)C | 7% | -9% | 13% | 12% | -2% | 4 | -1 | 17% | -4%
CSCCC(Nc1ccc(S(=O)(=O)N2CCOCC2)cc1[N+](=O)[O-])C(=O)OCC(=O)NCC(C)C (stereo not given) | 3% | -9% | 1% | -6% | 1% | -4 | 5 | -22% | -1%
CCOC(=O)C1=C(N)c2ccccc2CC1C(C)C (stereo not given) | -5% | -3% | ? | 1% | 4% | 4 | 4 | 26% | -33%[inhibitor]
COC(=O)c1cn(NC(=O)C2CCC(C(C)(C)C)CC2)c(=O)c2ccccc12 (stereo not given) | -2% | -2% | -1% | -3% | 10% | -10 | 3 | -14% | i
CS(=O)(=O)C1=NSC2=NC(=O)/C(=C\c3cccn3-c3ccc(Cl)cc3)C(=N)N21 | -13% | -2%[1.53 µM] | ? | -8% | 0% | -12 | -6 | 13% | i
CC(C)C[C@H]1CNC(=S)N1C[C@H]1CCCN1C[C@H](CC(C)C)N1C[C@H](Cc2ccc(O)cc2)N(CCc2ccccc2)C1=S | -3% | -16% | ? | ? | -30%[inhibitor] | 3 | 3 | 13% | i
CC(C)c1ccc(S(=O)(=O)N2CCN(C(=O)C3CCCCC3)CC2)cc1 | 0% | 0% | ? | -14% | 4% | 2 | 0 | -4% | -12%
O=C(NCc1ccccn1)c1ccc(Cl)c(S(=O)(=O)NCc2ccccc2)c1 | 4% | -25% | 12% | 16% | 0% | 0 | 19 | 10% | i
CCCCN(C(=O)Cc1cccs1)c1nnc(-c2cccnc2)s1 | 20% | 9% | 32%[activator] | ? | 14% | 0 | 0 | 25% | -42%[inhibitor][57.5 µM]
CC(C)CN(C(=O)COC(=O)CCC(=O)c1ccc(Cl)cc1)c1c(N)n(Cc2ccccc2)c(=O)[nH]c1=O | ? | -2% | 0% | 21% | 4% | -13 | 4 | -10% | i

The list goes on:
Molecule | GLP-1R agonist | HEK293 tox | GLP-1R inv ag | KB-V1 cytotox | aSyn rescue | D3 ag | DRD3 antagonist | TDP43 rescue | PTHR1 ag
CCc1c(C)nc2ncnn2c1Nc1ccc(C(C)=O)cc1 | 0% | 52%[activator] | 11% | -7% | 1% | 1 | 18 | -11% | i
O=C(COCc1cc(-c2ccco2)on1)Nc1cccc(Cl)c1Cl | / | 3% | 2% | 13% | / | -11 | / | ? | 27%
COC(=O)c1cc(C#N)c(Oc2ccc(OC)cc2)nc1C | 11% | 16% | 10% | -28% | 1% | -5 | 36 | ? | -5%
CC(C)CCN1CCC(CN2C(=S)NC[C@@H]2Cc2ccccc2)CC1 | 0% | 3% | -5% | 0% | 5% | -50 | -28 | 13% | i
COc1ccc(-c2noc(CSc3nnc(-c4ccncc4)n3-c3ccccc3)n2)cc1 | / | -10% | -39% | -15% | / | 6 | / | 9% | -18%
O=c1cc(CO)occ1OCc1cccc(C(F)(F)F)c1 | -7% | 7% | 5% | 1% | / | 2 | 3 | 3% | i
O=C(c1cc2ccc3cccnc3c2[nH]1)N1CCN(c2ccc(Cl)cc2)CC1 | / | 5% | -1% | 0% | / | -24 | / | -6% | -65%[inhibitor]
c1cncc(CSc2ccc(-c3ccc4c(c3)OCO4)nn2)c1 | 17% | -7% | -41% | 0% | 15% | -2 | 48 | / | -31%[inhibitor]
CN1C(=O)Cc2cc(S(=O)(=O)NCc3c(F)cccc3Cl)ccc21 | 17% | 2% | 4% | 0% | 3% | 0 | -21 | -6% | i
COc1ccc(C(=O)c2ccc(N3CCOCC3)cc2)c(OC)c1 | 16% | -7% | 33%[activator] | -36% | 14% | -5 | 0 | 18% | i
CC(C)Nc1c([N+](=O)[O-])c(=O)oc2ccccc12 | 3% | -4% | 5% | -1% | -8% | 2 | 2 | -1% | -26%
CCCCn1nnnc1NCc1ccc(C)s1 | -5% | 2% | -9% | ? | 5% | 15 | -9 | -12% | -10%[57.5 µM]
O=C(c1cc2ccccc2cc1O)N1CCCC1 | 7% | 122%[activator] | 18% | 0% | 0% | -1 | 9 | 15% | i
CCc1c(C)n2nc(C)cc2[nH]c1=O | -8% | -16% | 0% | 0% | -17% | -1 | 13 | -13% | i
COc1ccc(CNC(=O)[C@@H](NC(=O)C2CCN(S(=O)(=O)c3ccccc3)CC2)C(C)C)cc1 | 5% | -8% | -14% | -23% | 0% | 1 | 7 | -8% | -19%
COc1ccc(S(=O)(=O)Nc2ccc3c(c2)C(=O)N([C@H](C)CO)C[C@H](C)[C@@H](CN(C)C(=O)Nc2ccccc2)O3)cc1 | -3% | 3% | 27% | 0% | 6% | -11 | -15 | -8% | -12%
CCN(Cc1ccncc1)C(=O)CSc1ccc2ccccc2c1 | 0% | 1% | ? | -5% | -5% | -7 | -10 | -22% | -7%
O=C(NCCCN1CCOCC1)c1ccc2c(=O)n(Cc3ccc(Cl)cc3)c(=S)[nH]c2c1 | 0% | 16% | 2µM* | 0% | -2% | -20 | -17 | -18% | i
O=C(NCCCn1ccnc1)c1cccc(Br)c1 | 4% | 15% | -9% | 15% | -3% | -15 | -8 | -21% | -22%
CC1CC(C)CN(C(=O)COC(=O)c2ccc3c(c2)OCO3)C1 (stereo not given) | 4% | 11% | -6% | 7% | 12% | 3 | -10 | 6% | -5%

(listing goes on)
Molecule | GLP-1R agonist | HEK293 tox | GLP-1R inv ag | KB-V1 cytotox | aSyn rescue | D3 ag | DRD3 antagonist | TDP43 rescue | PTHR1 ag
O=C(CCCNC(=O)c1ccc(Cl)cc1)NCc1ccccc1Cl | 7% | -12% | ? | 4% | 0% | 2 | -9 | 4% | i
Cc1ccc(-n2ncc(C(=O)NCCN3CCN(C)CC3)c2C2CCN(C(=O)OC(C)(C)C)CC2)c(C)c1 | / | 13% | -24% | ? | / | -14 | / | 0% | i
Cc1cc(C)cc(NC(=O)CSc2nnc(NC(=O)C3CC3)s2)c1 | 11% | -2% | -11% | -4% | -4% | -1 | -10 | -4% | -13%
CN1CCN(c2nc3c(c(=O)[nH]c(=O)n3C)n2CCOc2ccccc2)CC1 | 2% | 2% | 48%[activator] | -22% | -8% | -8 | -5 | 8% | i
COc1cccc(C2C(C#N)=C(N)Oc3c2oc(CO)cc3=O)c1OC (stereo not given) | -6% | -11% | 1% | ? | 2% | -3 | -17 | 13% | i
Cc1cccc(CCNC(=O)CNS(=O)(=O)c2ccc3nc(C)sc3c2)c1 | 2% | 9% | -37% | -18% | 0% | 0 | -2 | -11% | 10%
NC(=O)c1cc([N+](=O)[O-])ccc1NCCc1ccccc1 | 19% | -17% | 7% | ? | 4% | 3 | 21 | ? | i

Screens (PubChem BioAssay)

These rows are one share of the data; the hit share may differ from the screen's.
